HSP90 inh = blocks HSP90-mediated luciferase refolding in reticulocyte lysate; Rabbit reticulocyte lysate, luciferase refolding luminescence, 3 h; inhibition, % at 5.6 µM; actives 0.91% (n = 290,000);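 active = inhibition above the screen-wide mean plus 3 SD, computed separately per campaign, cut at about 16% in these data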;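 also: 0% = DMSO wells and 100% = 60 µM geldanamycin wells; inhibitors lower the luminescence because luciferase stays unfolded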
IEC-6 tox = kills IEC-6 intestinal cells in KLF5 counter-screen | IEC-6 cytotoxicity, luminescence viability | actives 0.78% (n = 290,000) | AID 1825 | inhibition, % at 5 µM; in the data active = inhibition above about 22%;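 also: 0% = plate median of test compound wells and 100% = cytotoxic reference compound wells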
KLF5 inh = inhibitors of KLF5 expression; DLD-1 KLF5 promoter-luciferase reporter, luminescence; inhibition, % at 5 µM; actives 0.23% (n = 290,000); AID 1700;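 active = inhibition above a per-plate limit of that plate's mean compound inhibition plus 3 SD, cut at about 60% in these data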;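 also: 0% = DMSO wells and 100% = LY294002 at 200 µM; higher means less KLF5 promoter-driven luciferase light; inactives centre near -14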
* = called active by the depositor. A portion of the library (hit frequency here may not be typical).

1) O=C1c2ccccc2C(=O)N1CCCN1CCN(CCCN2C(=O)c3ccccc3C2=O)CC1
2) Cn1c(=O)[nH]c(=O)c2c1nc(NC1CCCCC1)n2CC(=O)NC1CCCCC1
3) Cc1cc(N2CCN(c3nc(N4CCOCC4)nc4ccccc34)CC2)c2ccccc2n1
4) Cc1cccc(-n2c(SCN3C(=O)c4ccccc4C3=O)nc3ccccc3c2=O)c1
5) CC1Cc2ccccc2N1C(=O)CSc1nc(N)cc(=O)[nH]1 (stereo not drawn)
6) O=C(CCc1nc2ccccc2[nH]c1=O)OCC(=O)c1cccc2ccccc12
7) CC(=O)N1C=Cc2c(c(C)c3c([nH]c4ccccc43)c2C)C1
8) N=C1C(c2nc3ccccc3s2)=C(O)CN1NC(=O)c1ccc([N+](=O)[O-])cc1

| Screen / compound no. | 1 | 2 | 3 | 4 | 5 | 6 | 7 | 8 |
| --- | --- | --- | --- | --- | --- | --- | --- | --- |
| HSP90 inh | 4 | 4 | -1 | 2 | -3 | 4 | 3 | 2 |
| IEC-6 tox | 4 | 1 | 7 | -1 | -7 | -1 | 69* | 0 |
| KLF5 inh | -5 | -27 | 4 | 18 | -15 | -10 | 24 | -17 |

9) O=C1c2ccccc2-c2ncnc3cccc1c23
10) Cn1c(C(=O)N2CCCC2)cc2c(=O)n(C)c3ccccc3c21
11) COC(=O)C1=C(NC(=O)c2cccs2)CCS1
12) O=C(NCc1ccco1)c1c[nH]c2ccc(S(=O)(=O)N3CCOCC3)cc2c1=O
13) COc1ccc2nc(SCC(=O)N3CCN(c4ccccc4F)CC3)c(C#N)cc2c1
14) Cc1c(C(=O)N2CCN(c3ccccc3)CC2)sc2ncnc(N3CCN(c4ccccc4)CC3)c12
15) COc1ccc(N=c2scc(-c3ccc(S(=O)(=O)N4CCOCC4)cc3)n2CCCO)cc1
16) C#CCOCCOCCOCCNc1nc(N2CCN(C(=O)Cn3cc(CCCN=C(N)N)nn3)CC2)nc(N2CCN(C(=O)[C@H]([C@@H](C)CC)n3cc(CCCN=C(N)N)nn3)CC2)n1

| Screen / compound no. | 9 | 10 | 11 | 12 | 13 | 14 | 15 | 16 |
| --- | --- | --- | --- | --- | --- | --- | --- | --- |
| HSP90 inh | 0 | 2 | 4 | 2 | -2 | 3 | -2 | 5 |
| IEC-6 tox | 3 | 9 | 0 | 4 | 0 | 2 | -2 | -6 |
| KLF5 inh | -25 | -30 | -17 | -14 | -5 | -28 | 5 | -7 |

Reformatted as a markdown table: 15 of the compounds above.
| # | Structure | HSP90 inh | IEC-6 tox | KLF5 inh |
| --- | --- | --- | --- | --- |
| 1 | O=C1c2ccccc2C(=O)N1CCCN1CCN(CCCN2C(=O)c3ccccc3C2=O)CC1 | 4 | 4 | -5 |
| 2 | Cn1c(=O)[nH]c(=O)c2c1nc(NC1CCCCC1)n2CC(=O)NC1CCCCC1 | 4 | 1 | -27 |
| 3 | Cc1cc(N2CCN(c3nc(N4CCOCC4)nc4ccccc34)CC2)c2ccccc2n1 | -1 | 7 | 4 |
| 4 | Cc1cccc(-n2c(SCN3C(=O)c4ccccc4C3=O)nc3ccccc3c2=O)c1 | 2 | -1 | 18 |
| 5 | CC1Cc2ccccc2N1C(=O)CSc1nc(N)cc(=O)[nH]1 (stereo not drawn) | -3 | -7 | -15 |
| 6 | O=C(CCc1nc2ccccc2[nH]c1=O)OCC(=O)c1cccc2ccccc12 | 4 | -1 | -10 |
| 7 | CC(=O)N1C=Cc2c(c(C)c3c([nH]c4ccccc43)c2C)C1 | 3 | 69* | 24 |
| 8 | N=C1C(c2nc3ccccc3s2)=C(O)CN1NC(=O)c1ccc([N+](=O)[O-])cc1 | 2 | 0 | -17 |
| 9 | O=C1c2ccccc2-c2ncnc3cccc1c23 | 0 | 3 | -25 |
| 10 | Cn1c(C(=O)N2CCCC2)cc2c(=O)n(C)c3ccccc3c21 | 2 | 9 | -30 |
| 11 | COC(=O)C1=C(NC(=O)c2cccs2)CCS1 | 4 | 0 | -17 |
| 12 | O=C(NCc1ccco1)c1c[nH]c2ccc(S(=O)(=O)N3CCOCC3)cc2c1=O | 2 | 4 | -14 |
| 13 | COc1ccc2nc(SCC(=O)N3CCN(c4ccccc4F)CC3)c(C#N)cc2c1 | -2 | 0 | -5 |
| 14 | Cc1c(C(=O)N2CCN(c3ccccc3)CC2)sc2ncnc(N3CCN(c4ccccc4)CC3)c12 | 3 | 2 | -28 |
| 15 | COc1ccc(N=c2scc(-c3ccc(S(=O)(=O)N4CCOCC4)cc3)n2CCCO)cc1 | -2 | -2 | 5 |

Going on with the list.
17) Cc1cc(C)c2c(n1)nn1c(NCCCN3CCOCC3)cc(C)nc21
18) CCN1C(=O)/C(=C/c2cnn(C)c2C)SC1=S
19) O=C(Nc1nc(-c2cccs2)cs1)c1cc2ccccc2oc1=O
20) COc1ccc(-n2ncc3c(N4CCCc5ccccc54)ncnc32)cc1
21) CCN1CCN(C2=CC3=CC(=C(C#N)C#N)CCC3CC2)CC1 (stereo not drawn)
22) O=C1N/C(=N/NC(=O)c2cccc3ccccc23)S/C1=C\c1ccccc1OCc1ccccc1
23) O=c1c2c3nc4ccccc4nc3n(Cc3ccccc3)c2ncn1Cc1ccco1
24) CC(=O)c1cc2c(cc1NC(=O)CN1CCN(C(=O)c3ccco3)CC1)OCO2

| Screen / compound no. | 17 | 18 | 19 | 20 | 21 | 22 | 23 | 24 |
| --- | --- | --- | --- | --- | --- | --- | --- | --- |
| HSP90 inh | 4 | 0 | -5 | 16 | 1 | 0 | -3 | 1 |
| IEC-6 tox | 0 | 1 | -2 | 12 | 14 | 8 | -2 | 2 |
| KLF5 inh | -45 | -10 | -33 | -160 | -17 | -20 | -2 | -29 |

25) NC(=O)c1c(N)sc2c1CCC2
26) O=C(NC1CC1)c1ccc2c(c1)NC(=O)c1ccccc1S2
27) COc1cc(-n2c3nc4ccccc4nc3c3c(=O)n(Cc4ccco4)cnc32)cc(OC)c1OC
28) C[n+]1cccc2cccc([O-])c21
29) Cn1c(=O)c2c(nc(CN3CCN(Cc4ccccc4)CC3)n2Cc2ccccc2)n(C)c1=O
30) O=[N+]([O-])c1cccc(-c2nc(N3CCOCC3)c3ccccc3n2)c1
31) O=Cc1c(Cl)[nH]c(=O)n1-c1ccccc1
32) COCCCNC(=S)NCCNc1nc2c(C)c(C)ccc2cc1C#N

| Screen / compound no. | 25 | 26 | 27 | 28 | 29 | 30 | 31 | 32 |
| --- | --- | --- | --- | --- | --- | --- | --- | --- |
| HSP90 inh | 2 | -1 | 2 | 2 | -5 | -5 | 0 | -3 |
| IEC-6 tox | 5 | 0 | -2 | -12 | -2 | 2 | 5 | 6 |
| KLF5 inh | -34 | -21 | -5 | 8 | -26 | -21 | -24 | -21 |

Along the list, from the results shown.
Entries 25 to 32 in IEC-6 tox: 5, 0, -2, -12, -2, 2, 5, 6

Later entries
33) CCOC(=O)C1=C(O)/C(=C/c2ccc(-c3ccccc3C(=O)O)o2)SC1=Nc1ccc(OC)cc1
34) Cc1cc(C)c(O)c(N)c1
35) COc1ccc(N2CCN(CC(=O)Nc3cc4c(cc3C(C)=O)OCO4)CC2)cc1
36) O=c1/c(=C/c2cn(-c3ccccc3)nc2-c2ccc(F)cc2)sc2nc3ccccc3n12
37) COc1cc2c3nnc(-c4ccc(F)cc4)c-3cn(Cc3ccccc3F)c2cc1OC
38) COc1cccc(/C=C2/SC(=S)N(CC(=O)Nc3nnc(C)s3)C2=O)c1
39) CCCc1cc2c(=O)c(-c3nc4ccccc4s3)c(COCC(=O)O)oc2cc1O
40) CCOC(=O)C1CCN(C(=O)C2CCN(S(=O)(=O)c3cccc4cccnc34)CC2)CC1

| Screen / compound no. | 33 | 34 | 35 | 36 | 37 | 38 | 39 | 40 |
| --- | --- | --- | --- | --- | --- | --- | --- | --- |
| HSP90 inh | 2 | -4 | -2 | 1 | 2 | -1 | -1 | 2 |
| IEC-6 tox | -4 | 3 | -6 | -1 | -2 | -2 | 1 | -2 |
| KLF5 inh | -36 | 2 | -25 | -13 | -15 | -5 | -20 | -14 |

41) CCOC(=O)c1c(-c2cccs2)csc1NC(=O)CNCCN1CCOCC1
42) O=[N+]([O-])c1ccc(OCc2cnc(Cl)s2)cc1
43) O=C1N=C2N(CCN3CCCCC3)c3ccccc3N2/C1=C\c1ccc([N+](=O)[O-])o1
44) CCN(CC)c1ccc(/C=C2\C(=O)N(c3ccc([N+](=O)[O-])cc3)N=C2N2CCOCC2)cc1
45) O=C(Nc1nnc(-c2ccccc2Cl)o1)c1cc2cc([N+](=O)[O-])ccc2s1
46) Cc1cc2nnc(SCCCCN3C(=O)c4ccccc4C3=O)n2c2ccccc12
47) CCN1/C(=C/c2ccc3cc(C)cc(C)c3[n+]2CC)Sc2cc(C)ccc21
48) Cc1ccc(N=Nc2c(O)c3ccccc3[nH]c2=O)c(S(=O)(=O)N(C)C)c1

| Screen / compound no. | 41 | 42 | 43 | 44 | 45 | 46 | 47 | 48 |
| --- | --- | --- | --- | --- | --- | --- | --- | --- |
| HSP90 inh | 0 | -2 | -4 | 4 | 7 | 5 | 1 | 3 |
| IEC-6 tox | -4 | 5 | -5 | -5 | -1 | 5 | 43* | 14 |
| KLF5 inh | -34 | -30 | -18 | -8 | -15 | -8 | 16 | -11 |

49) CCN(CC)C(C)C#CCC(c1ccccc1)c1ccccc1 (stereo not drawn)
50) Nn1c(SCC(=O)NC2CCCc3ccccc32)nnc1-c1ccc(Cl)cc1Cl (stereo not drawn)
51) O=C(O)CCCNCc1ccccc1F
52) O=C(c1ccc(CNc2c(NC3CCCCC3)c(=O)c2=O)cc1)N1CCc2ccccc21
53) Fc1ccc2[nH]c3c(N4CCN(Cc5ccc6c(c5)OCO6)CC4)ncnc3c2c1
54) O=C1CSC(c2ccc(F)cc2)N1c1nnc(C23CC4CC(CC(C4)C2)C3)s1 (stereo not drawn)
55) O=c1oc2c(CN3CCOCC3)c(O)c(Cl)cc2c2c1CCC2
56) Cc1ccc2cc(C)c3nnc(SCC(=O)Nc4nc5c(s4)CCCC5)n3c2c1

| Screen / compound no. | 49 | 50 | 51 | 52 | 53 | 54 | 55 | 56 |
| --- | --- | --- | --- | --- | --- | --- | --- | --- |
| HSP90 inh | 4 | 3 | 0 | 1 | 6 | 1 | -1 | 0 |
| IEC-6 tox | -1 | -3 | -1 | 4 | 20 | 2 | -9 | -1 |
| KLF5 inh | -13 | 4 | -43 | -36 | -5 | 7 | -10 | -61 |

57) Cc1c(N=C2C=C(Br)C(=O)C(Br)=C2)c(=O)n(-c2ccccc2)n1C
58) N#C/C(=C\c1ccc(-c2ccc(C(=O)O)cc2)o1)c1nc2ccccc2[nH]1
59) CCc1c(C)[nH]c2ccc(OC)cc2c1=S
60) CCCCCNC(=O)C(C#N)c1nc2ccccc2nc1N1CC(C)OC(C)C1 (stereo not drawn)
61) Nc1ccc(Cc2ccc(N)c(O)c2)cc1O
62) CC(C)(C)C(=O)Nc1ccnc(-c2cccnc2)n1
63) CC1CCN(S(=O)(=O)c2ccc(S(=O)(=O)N3CCCN(Cc4ccccc4)C3)cc2)CC1
64) CCC(c1nnnn1C(C)(C)C)N(Cc1cc2cccc(C)c2n2nnnc12)C1CCCC1 (stereo not drawn)

| Screen / compound no. | 57 | 58 | 59 | 60 | 61 | 62 | 63 | 64 |
| --- | --- | --- | --- | --- | --- | --- | --- | --- |
| HSP90 inh | 4 | 2 | 2 | 1 | 24* | 4 | 5 | -6 |
| IEC-6 tox | -8 | 5 | -1 | -4 | -5 | -1 | 4 | -6 |
| KLF5 inh | -27 | -34 | -21 | -18 | -10 | 18 | -16 | -40 |

65) CC1(C)Cc2c(sc3c4nnnn4c4nnnn4c23)CO1
66) Cc1ccc2c3c(c(SCC(=O)Nc4nccs4)nc2c1)CCCC3
67) CCn1cc(C(=O)O)c(=O)c2cnc(N3CCN(C(=O)Nc4ccccc4)CC3)nc21
68) Cc1ccccc1OCC(=O)NCC(=O)N/N=C/C=C/c1ccccc1
69) Nc1nnc(CCCCc2cccs2)o1
70) Cc1nn(-c2ccccc2)c(Cl)c1/C=N/NC(=O)C1COc2ccccc2O1 (stereo not drawn)
71) C/C(CCN1CCCCc2nc(C)c(C)cc21)=N\O[C@@H](C)c1cn([C@H](CO)Cc2ccccc2)nn1
72) C=CCn1c(SCC(=O)NCc2ccco2)nc2sc3c(c2c1=O)CCCCC3

| Screen / compound no. | 65 | 66 | 67 | 68 | 69 | 70 | 71 | 72 |
| --- | --- | --- | --- | --- | --- | --- | --- | --- |
| HSP90 inh | 7 | 3 | -6 | -9 | -4 | -1 | 0 | 2 |
| IEC-6 tox | 12 | 3 | 1 | 2 | -6 | -4 | -3 | 0 |
| KLF5 inh | -15 | -20 | 2 | -23 | -8 | -48 | -13 | -26 |

73) O=C(O)CC/C(=N\Nc1ccc(S(=O)(=O)N2CCCC2)cc1[N+](=O)[O-])c1cccs1
74) COc1ccc(-c2ccc3c(n2)sc2c(=O)[nH]c(=O)[nH]c23)cc1OC
75) Clc1cccc(-c2nnc3sc(-c4ccccc4)nn23)c1
76) CCOC(=O)c1cnc2c(-c3ccc(F)cc3)cnn2c1C(F)(F)F
77) COc1ccc(O[C@H]2C=C[C@@H](c3ccccc3)O[C@@H]2COC(=O)CCC(C)=NO[C@@H]2O[C@H](COC(C)=O)[C@@H](OC(C)=O)[C@H](OC(C)=O)[C@H]2OC(C)=O)cc1
78) CC1CN(C(=O)/C(C#N)=C2\N=C(NC(=O)c3ccccc3Cl)c3ccccc32)CC(C)O1 (stereo not drawn)

| Screen / compound no. | 73 | 74 | 75 | 76 | 77 | 78 |
| --- | --- | --- | --- | --- | --- | --- |
| HSP90 inh | -2 | -6 | 4 | 1 | 3 | 1 |
| IEC-6 tox | 0 | -2 | 1 | 1 | -1 | 7 |
| KLF5 inh | -22 | -31 | -32 | -9 | 4 | 12 |
